Fam108B counter – mouse Fam108B serine hydrolase inhibitors, primary screen, counter-screen for RBBP9 inhibitor project, biochemical, fluorescence polarization. AID 1947, 2009. recombinant Fam108B, FP-Rh probe fluorescence polarization. 300,000 tested, 0.33% active. inhibition, % at 9.51 µM;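 active means inhibition above the screen mean inhibition plus 3 SD, computed separately per campaign, cut at about 18% in these data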;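 further: inhibitors lower polarization as less probe binds the enzyme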
GLD-1 TGE inh – GLD-1/TGE RNA complex disruptors, primary screen, biochemical, fluorescence polarization; 320,000 tested, 0.44% active; Female germline-specific tumor suppressor gld-1 (Caenorhabditis elegans), Q17339; purified GLD-1 + fluorescein TGE RNA; inhibition, % at 5.96 µM; AID 2280, 2010;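 active means percent inhibition above a per-plate cutoff, the plate mean of test compounds plus 3 SD, cut at about 30% in these data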;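 further: 0% = DMSO wells with GLD-1 and probe and 100% = wells lacking GLD-1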
PAFAH1B2 FP inh – PAFAH1B2 enzyme inhibitors, primary screen, biochemical, fluorescence polarization, human | inhibition, % at 3.39 µM | recombinant PAFAH1B2, FP-rhodamine activity probe | Platelet-activating factor acetylhydrolase IB subunit alpha2 (Homo sapiens), P68402 | 340,000 tested, 1.2% active;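 active means inhibition above the mean of all tested compounds plus 3 SD, cut at about 24% in these data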;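 further: 0% = enzyme with DMSO and 100% = wells lacking PAFAH1B2; many of its hits are not listed in these tables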
Target sequence (P68402 whole entry, looked up): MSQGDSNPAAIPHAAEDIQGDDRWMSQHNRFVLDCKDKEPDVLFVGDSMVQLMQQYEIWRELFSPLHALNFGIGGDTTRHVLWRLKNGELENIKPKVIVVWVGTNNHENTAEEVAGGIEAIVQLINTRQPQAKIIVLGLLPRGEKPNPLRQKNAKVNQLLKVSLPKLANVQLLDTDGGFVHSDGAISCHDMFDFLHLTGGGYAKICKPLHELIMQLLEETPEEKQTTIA
MEX-5 binding – MEX-5 zinc finger RNA-binding disruptors – biochemical, C. elegans, fluorescence polarization, MLPCN library, primary screen. Zinc finger protein mex-5 (Caenorhabditis elegans), Q9XUB2. MEX-5/FITC-TCR2 RNA binding; stronger effect = lower value. activity score (negative = inhibition of binding), % at 10 µM. 300,000 tested, 0.38% active. AID 1832, 2009;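 active means inhibition past about -25% in most replicates, and total fluorescence under double the plate's negative control median, limit read from the data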;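 further: 0% = DMSO and -100% = 5 µM competing unlabeled TCR2 RNA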
MCL1-BIM inh – inhibitors of MCL1 binding to BIM-BH3, primary screen, biochemical, fluorescence polarization; Induced myeloid leukemia cell differentiation protein Mcl-1 (Homo sapiens), Q07820; GST-MCL1 / FITC-Bim-BH3 fluorescence polarization; inhibition, % at 10.9 µM; 320,000 tested, 0.68% active; AID 2057, 2009;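 active means inhibition above the mean inhibition of all tested compounds plus 3 SD, set per campaign, cut at about 40% in these data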;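 further: 0% = DMSO wells and 100% = unlabeled Bim-BH3 peptide control; higher means more loss of mP so more displacement of Bim peptide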
Target sequence (Q07820 whole entry, looked up): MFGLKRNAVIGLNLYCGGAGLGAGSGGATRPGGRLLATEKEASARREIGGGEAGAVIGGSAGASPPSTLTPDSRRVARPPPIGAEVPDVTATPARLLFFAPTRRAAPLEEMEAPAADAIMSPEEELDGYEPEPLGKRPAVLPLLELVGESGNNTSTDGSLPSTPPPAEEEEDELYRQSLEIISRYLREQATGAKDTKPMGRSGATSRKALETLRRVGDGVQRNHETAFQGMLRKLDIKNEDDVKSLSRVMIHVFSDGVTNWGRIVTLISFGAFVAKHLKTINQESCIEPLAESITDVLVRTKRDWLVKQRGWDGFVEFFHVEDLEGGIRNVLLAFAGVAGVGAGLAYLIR
BCLXL inh – inhibitors of human Bcl-xL, primary screen, biochemical, fluorescence polarization, HTS | Bcl-2-like protein 1 (Homo sapiens), Q07817 | inhibition, % at 10.9 µM | GST-Bcl-xL / FITC-Bim BH3 peptide fluorescence polarization | AID 2129, 2009 | 320,000 tested, 0.7% active;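 active means inhibition above the mean of all tested compounds plus 3 SD, cutoff set per campaign, cut at about 30% in these data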;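 further: 0% = DMSO wells and 100% = unlabeled Bim-BH3 peptide competitor; inhibitors lower millipolarization by displacing the labeled peptide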
AHR activator – AHR activators, primary screen, cell-based, luminescence, luciferase reporter, human. 320,000 tested, 2.5% active. AID 2796, 2010. activation, % at 5 µM. AHR-responsive luciferase reporter cells. Aryl hydrocarbon receptor (Homo sapiens), P35869; in the data active means activation above about 47%;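 further: 0% = vehicle wells and 100% = reference agonist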
PME-1 primary – PME-1 inhibitors via competitive probe labeling, primary screen, biochemical, fluorescence polarization, FP-Rh probe, HTS. inhibition, % at 5.9 µM. Protein phosphatase methylesterase 1 (Homo sapiens), Q9Y570. recombinant PME-1. 320,000 tested, 0.53% active;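 active means inhibition above the campaign mean of all compounds plus 3 SD, cut at about 26% in these data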;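 further: competitive labeling of PME-1 active site by serine hydrolase directed probe; 0% = PME-1 with DMSO and 100% = wells lacking PME-1 enzyme; inhibitors block probe labeling so polarization falls and inhibition rises; many of its hits are not listed in these tables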
Target sequence (Q9Y570 whole entry, looked up): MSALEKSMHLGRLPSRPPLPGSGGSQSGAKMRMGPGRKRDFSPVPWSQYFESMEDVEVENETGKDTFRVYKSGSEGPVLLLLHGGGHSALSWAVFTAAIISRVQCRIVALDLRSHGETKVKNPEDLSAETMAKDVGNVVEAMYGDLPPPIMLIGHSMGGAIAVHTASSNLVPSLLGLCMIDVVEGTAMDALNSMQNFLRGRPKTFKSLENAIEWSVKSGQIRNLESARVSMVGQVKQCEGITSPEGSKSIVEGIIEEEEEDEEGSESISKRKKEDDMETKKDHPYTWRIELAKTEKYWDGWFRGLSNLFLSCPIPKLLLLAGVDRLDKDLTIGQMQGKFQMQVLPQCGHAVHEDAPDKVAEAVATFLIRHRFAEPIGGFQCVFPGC
pPAFAH FP inh – pPAFAH enzyme inhibitors, primary screen, biochemical, fluorescence polarization, human | AID 463082, 2010 | inhibition, % at 3.39 µM | 330,000 tested, 1.5% active | recombinant pPAFAH, FP-rhodamine probe fluorescence polarization;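 active means inhibition above the mean inhibition across the screen plus 3 SD, cut at about 25% in these data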;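 further: inhibitors block binding of the rhodamine activity-based probe so polarization drops; 0% = enzyme with DMSO and 100% = wells lacking pPAFAH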
An asterisk follows results filed as active; nt = not tested or not shown.

SMILES	Fam108B counter	GLD-1 TGE inh	PAFAH1B2 FP inh	MEX-5 binding	MCL1-BIM inh	BCLXL inh	AHR activator	PME-1 primary	pPAFAH FP inh
O=C(O)C1CCN(S(=O)(=O)c2ccc(N3CCC(O)CC3)c([N+](=O)[O-])c2)CC1	1	1	-4	-1.1	3	1	-2	5	1
CC(C)C1=C2OC(N)=C(C#N)C(C#N)=C2C(C)CC1 (stereo not given)	6	39*	6	-17	38	35*	4	2	-5
CCCCc1nc(N2CCOCC2)c(C#N)c2c1CCCC2	-3	0	-3	0.7	1	5	1	1	9
N#Cc1c(-c2ccccc2)nc2n(c1=O)CCS2	2	-3	5	0.4	8	5	4	2	0
CCOC(=O)c1[nH]c2ccc(F)cc2c1NC(=O)C(C)N1CCc2cc(OC)c(OC)cc2C1 (stereo not given)	5	-4	-3	0.1	-26	-16	21	7	7
COC(=O)c1ccc2[nH]c(CO)c(-c3ccccc3)c2c1	7	3	0	2.1	-7	1	4	9	9
Oc1ccc2ccccc2c1Br	-3	2	-4	1.6	-1	6	13	0	1
CC(C)(C)Nc1nc(-c2ccccn2)nc2ccccc12	0	-3	3	26	20	5	4	5	0
O=C(N/N=C/c1sc(N2CCOCC2)nc1-c1ccccc1)c1ccccc1F	0	4	nt	-1.2	-8	2	7	0	2
O=C(CN1C(=O)CC(c2ccco2)Sc2ccccc21)Nc1ccc2c(c1)OCCO2 (stereo not given)	1	1	-2	2.1	7	4	-1	5	4
CCOCCCNC(=O)c1ccc(N2CC3CC(C2)c2cccc(=O)n2C3)c(NC(=O)Nc2cccc(OC)c2)c1 (stereo not given)	-5	4	-1	-0.8	4	10	3	8	66*
O=C(NCc1cccs1)c1ccc(Cl)s1	2	4	0	-3.0	1	-1	4	-1	0
CC1=C(C(=O)NCCN2CCN(C)CC2)C2(CCC(C)CC2)OC1=O (stereo not given)	1	4	-2	0.3	6	6	5	-1	4
CCOc1ccc(N2C(=O)c3ccccc3C2O)cc1 (stereo not given)	3	-3	2	0.7	-4	2	19	0	2
CCCn1nnc(NC(=O)c2cc3ccccc3o2)n1	1	3	4	-1.0	7	1	7	-8	-6
Cc1ccc(S(=O)(=O)Cc2ccc(C(=O)N3CCCCCC3)o2)cc1	-2	2	3	-4.4	-5	-1	-3	1	-10
Cc1ccc(CONC(=O)c2ccc(C)cc2)cc1	nt	4	0	nt	-2	-2	-1	-1	1
Cc1ccc(C(=O)CSc2nc3ccccc3c(=O)n2N)o1	6	7	-2	-0.2	18	4	4	0	9
O=C(COc1ccc(Br)cc1F)Nc1nnc(C2CC2)s1	nt	1	-32	nt	nt	nt	9	nt	-1
CC(C)c1cc(-c2n[nH]c(=S)n2Cc2ccccc2)cs1	2	6	19	0.0	-16	-21	2	4	0
Cc1cccc(NC(=S)/N=C(\N)Nc2nc(C)c3ccccc3n2)c1	-12	-6	-2	0.8	-4	1	69*	-12	-10
O=C(NC(=S)Nc1c(F)cc(F)cc1Br)c1ccc2c(c1)OCCO2	-4	-3	7	0.8	2	2	-4	-7	0
Cc1ccc(O)c(CNc2nc3ccccc3n2C)c1	7	0	2	-2.0	-1	5	4	-1	5
COc1ccc(C)cc1S(=O)(=O)N(C)CC(=O)Nc1ccc2c(c1)OCO2	-2	1	0	-0.6	-8	-1	5	-2	0
Cc1nn(C)c(C)c1CCC(=O)N1CCCC(N2CCN(c3ccc(F)cc3)CC2)C1 (stereo not given)	3	2	6	3.0	4	7	-3	-2	-5
CCn1c2ccccc2c2cc(NC(C)=O)ccc21	4	-4	2	-1.6	4	8	50*	9	3
CCOC(=O)C1=C(c2ccccc2)NC(SC)=C(C#N)C1c1cccnc1 (stereo not given)	1	7	-6	4.6	-10	0	0	4	0
O=C(NNC1CC(=O)N(c2ccccc2)C1=O)c1ccccc1Cl (stereo not given)	0	-5	5	0.4	-3	-1	0	1	4
CC(NCc1cccc(S(=O)(=O)N(C)C)c1)c1ccc(F)cc1 (stereo not given)	-3	4	10	-0.5	-7	6	1	-1	8
O=S(=O)(c1cccc(NC(=S)NCc2ccco2)c1)N1CCOCC1	0	5	2	-6.8	12	3	2	-2	1
COc1ccccc1Nc1nc(N)nc(CN2CCN(c3ccccc3F)CC2)n1	-3	4	2	0.0	8	3	12	1	4
CC1(C)CC(=O)C2=C(C1)N(c1ccc(F)cc1)C(=O)CC2c1ccccc1 (stereo not given)	-2	-9	9	1.1	-7	0	3	6	2
COc1ccc(C(=O)NCc2cc(C)nc3ccccc23)cc1OC	-2	5	1	-0.7	1	1	1	-3	1
Cc1noc(C)c1CSCC(=O)Oc1ccc(N(C)S(=O)(=O)c2ccccc2)cc1	-3	1	7	-0.3	1	4	0	0	0
CCCCN(CC)CCNc1c(N2CCN(C(=O)OCC)CC2)c(=O)c1=O	3	1	-1	-5.3	2	1	3	-1	3
Cc1ccc(NC(=O)NCCCN2CCCC2=O)c(C)c1	0	-9	-3	1.1	0	3	0	-1	-1
c1ccc(Nc2n[nH]nc2-c2ccccc2)cc1	-1	-2	6	-2.7	2	0	20	4	4
CC(=O)Oc1ccc(C(=O)Nc2cccnc2)cc1	-3	-2	0	-0.6	2	5	10	-6	4
O=C(NC1CCN(S(=O)(=O)c2ccc(F)cc2)CC1)C1CCCCC1	-2	3	6	1.9	9	5	-5	5	4
O=C(Nc1ccccc1)c1ccc(S(=O)(=O)N(CCO)CCO)cc1	4	2	1	1.8	-5	4	3	0	3
CCOC(=O)c1c(C)n(C)c2cc(Br)c(OC)cc12	-2	2	5	0.2	-7	4	-7	-9	1
COc1ccc(C(=O)N[C@H](C(=O)NCc2ccc(C)cc2)C(C)C)cc1	-2	-1	3	-2.2	-6	0	-2	4	-4
NC(=O)CN1CCN(S(=O)(=O)c2ccc(Cl)cc2)CC1	0	4	21	0.5	-3	-2	-1	-7	4
CCN1C(=O)/C(=C2\SC(=S)N(NC(=O)c3cccnc3)C2=O)c2ccccc21	-1	-11	6	-1.2	21	15	11	2	2
C(=N\Nc1nc2ccccc2[nH]1)/c1ccncc1	-5	-5	6	-1.7	-4	5	108*	-17	1

Some of these compounds in order of SMILES length, rising:
SMILES	Fam108B counter	GLD-1 TGE inh	PAFAH1B2 FP inh	MEX-5 binding	MCL1-BIM inh	BCLXL inh	AHR activator	PME-1 primary	pPAFAH FP inh
CC(=O)Oc1ccc(C(=O)Nc2cccnc2)cc1	-3	-2	0	-0.6	2	5	10	-6	4
C(=N\Nc1nc2ccccc2[nH]1)/c1ccncc1	-5	-5	6	-1.7	-4	5	108*	-17	1
Cc1ccc(NC(=O)NCCCN2CCCC2=O)c(C)c1	0	-9	-3	1.1	0	3	0	-1	-1
CCOC(=O)c1c(C)n(C)c2cc(Br)c(OC)cc12	-2	2	5	0.2	-7	4	-7	-9	1
NC(=O)CN1CCN(S(=O)(=O)c2ccc(Cl)cc2)CC1	0	4	21	0.5	-3	-2	-1	-7	4
O=C(Nc1ccccc1)c1ccc(S(=O)(=O)N(CCO)CCO)cc1	4	2	1	1.8	-5	4	3	0	3
O=C(NC1CCN(S(=O)(=O)c2ccc(F)cc2)CC1)C1CCCCC1	-2	3	6	1.9	9	5	-5	5	4
COc1ccc(C(=O)N[C@H](C(=O)NCc2ccc(C)cc2)C(C)C)cc1	-2	-1	3	-2.2	-6	0	-2	4	-4
CC1(C)CC(=O)C2=C(C1)N(c1ccc(F)cc1)C(=O)CC2c1ccccc1 (stereo not given)	-2	-9	9	1.1	-7	0	3	6	2
CCN1C(=O)/C(=C2\SC(=S)N(NC(=O)c3cccnc3)C2=O)c2ccccc21	-1	-11	6	-1.2	21	15	11	2	2

Remaining list, next part:
SMILES	Fam108B counter	GLD-1 TGE inh	PAFAH1B2 FP inh	MEX-5 binding	MCL1-BIM inh	BCLXL inh	AHR activator	PME-1 primary	pPAFAH FP inh
Cc1ccccc1NCC(=O)N/N=C/c1c[nH]c2ccccc12	3	1	6	-1.8	0	0	62*	2	6
CC(=O)N[C@@H](Cc1c[nH]c2ccccc12)C(=O)NCCc1ccc(S(N)(=O)=O)cc1	0	-2	6	1.0	-2	-2	4	-6	-1
COc1cccc(NC(=O)CN(C)C(=O)c2cc(-c3ccco3)nc3ccccc23)c1	-2	-1	-3	-0.1	10	0	1	2	9
CCOc1cc(/C=C(/C#N)C(=O)Nc2ccc(O)cc2)cc(Br)c1O	7	-50	6	21	-102	-79	2	1	8
O=C1CN(C(=S)Nc2ccc(OC(F)F)cc2)CCN1	0	4	5	0.5	-1	0	4	-4	4
Cc1ccc(NC(=O)CN2C(=O)N/C(=C/c3ccc4c(c3)OCCO4)C2=O)cc1	-10	7	-5	-4.6	-3	1	7	-8	-6
CCOC(=O)C1=C(C)C(c2ccccc2OC)NC(=S)N1 (stereo not given)	1	-3	3	-0.5	9	3	0	1	-2
CC(CC(=O)NCc1ccc(F)cc1)c1ccccc1 (stereo not given)	-5	-12	9	-1.7	-5	-1	1	1	0
Cc1cc(C(=O)COc2ccccc2[N+](=O)[O-])c(C)n1-c1cccc(S(=O)(=O)N2CCOCC2)c1	-2	9	1	-1.6	-17	-7	10	-7	3
Cc1ccc(S(=O)(=O)N2[C@@H](c3ccc(C(C)(C)C)cc3)C(C(=O)O)=CC[C@H]2c2ccc(Cl)c(Cl)c2)cc1	nt	6	76*	nt	nt	nt	-1	nt	19
Cc1nn(CC(=O)N2N=C(C(F)F)CC2(O)C(F)F)c(C)c1[N+](=O)[O-] (stereo not given)	0	3	4	1.3	1	3	1	0	3
NC(=O)c1cnn2c(-c3cccc(C(F)(F)F)c3)ccnc12	-2	6	nt	0.8	-7	-3	-3	5	0
O=C(CCCOc1ccc(Br)cc1)NNC(=O)c1ccncc1	-1	5	5	0.3	0	7	2	-1	-1
Nc1nnc(Cc2ccccc2)s1	2	1	0	0.4	0	4	0	3	3
CCCCNc1c(N2CCN(C(=O)OCC)CC2)c(=O)c1=O	-1	6	3	1.8	6	5	10	-5	3

Compound activity (PubChem BioAssay)

Only part of the results is shown; count on the stated rates, not on these rows.
